STEP block – inhibitors of human striatal-enriched phosphatase STEP | P54829 | recombinant STEP, OMFP fluorogenic substrate, fluorescence | inhibition, % at 20 µM | 360,000 compounds, 0.25% hits;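 active means inhibition at 20 µM, scaled per plate between control wells, above about 37%, limit read from the data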;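 further: 0% = DMSO with enzyme and substrate and 100% = substrate only without enzyme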
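System: STEP (striatal-enriched tyrosine phosphatase) enzyme, cell-free; medium: Bis-Tris pH 6.0 buffer with DTT, detergent; dosing: 20 µM, 1% DMSO; times: reaction 20 min, ambient temperature; detection: fluorescence, 480/540 nm; read-out basis: normalized % inhibition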
CSN deneddyl inh – inhibitors of human CSN-mediated cullin deneddylation. inhibition, % at 12.5 µM. AID 651999. Q92905. 360,000 compounds, 0.38% hits. Purified CSN, SCF-Nedd8-OG deneddylation, fluorescence polarization;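 active means pattern-corrected inhibition above about 35%, with an unprinted fluorescence ratio check between 0.5 and 1.5, limit read from the data, passing the limit was not always enough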;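 further: 0% = enzyme with substrate and 100% = substrate without enzyme; some results filed as inactive read as strong as hits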
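test system = HEK293T-derived human Csn5 enzyme | amount = 0.24 nM Csn5 enzyme, final concentration | medium = Tris/NaCl/DTT buffer, pH 7.5 | schedule = 90 min reaction at room temperature | signal = FP | evaluation = inhibition of Csn5 cleavage, % | compound dosing = single dose of 12.5 µM compound with 0.25% DMSO | probe or stimulus = 10 nM SCFSkp2-Nedd8OG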
NadD block – inhibitors of Staphylococcus aureus NadD; 360,000 compounds, 0.78% hits; purified NadD enzyme, colorimetric absorbance read-out; inhibition, % at 20 µM; AID 602399; in the data active means inhibition above about 26%; further: some compounds past the cut are filed as inactive
Scp-1 inhibitor – blocks human Scp-1 phosphatase activity | Recombinant Scp1, phosphopeptide, malachite green phosphate absorbance | inhibition, % at 20 µM | Q9GZU7 | 340,000 compounds, 0.88% hits | AID 493091;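 active means inhibition above about 50% at 20 µM, limit read from the data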;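 further: plate controls were DMSO wells with enzyme for no effect and wells lacking enzyme for full effect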
Target sequence (Q9GZU7 76-261 limits assumed): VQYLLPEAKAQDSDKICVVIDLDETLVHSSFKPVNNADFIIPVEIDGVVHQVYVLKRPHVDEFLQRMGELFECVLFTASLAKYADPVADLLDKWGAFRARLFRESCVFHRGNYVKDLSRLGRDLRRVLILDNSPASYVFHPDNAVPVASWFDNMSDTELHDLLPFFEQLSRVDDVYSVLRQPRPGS
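assay system = SCP-1 phosphatase catalytic domain, residues 76-261 | buffer or medium = 50 mM Tris acetate pH 5.5, 0.005% Tween-20, 10 mM MgCl2 | incubation = enzyme reaction 45 min at room temperature, colour 5 min, stabilisation 30 min | signal = Phosphate-binding colour reagent, absorbance read at 630 nm | measure = % inhibition at 20 µM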
DNMT1 block – inhibitors of human DNMT1; P26358; DNMT1 molecular beacon, Hinp1I cleavage, fluorescence; inhibition (reported as % activation of signal), % at 10 µM; 360,000 compounds, 0.83% hits; AID 588458; in the data active means inhibition above about 50%
LMPTP block – blocks human LMPTP phosphatase. inhibition, % at 20 µM. 360,000 compounds, 0.22% hits. P24666. recombinant LMPTP-A, OMFP fluorogenic substrate, fluorescence intensity;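 active means compounds that cut the enzyme signal by at least half of the control window in the single-dose screen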;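 further: plate controls were DMSO wells with enzyme plus substrate for no effect and substrate without enzyme for full effect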
Target sequence (P24666 whole entry, looked up): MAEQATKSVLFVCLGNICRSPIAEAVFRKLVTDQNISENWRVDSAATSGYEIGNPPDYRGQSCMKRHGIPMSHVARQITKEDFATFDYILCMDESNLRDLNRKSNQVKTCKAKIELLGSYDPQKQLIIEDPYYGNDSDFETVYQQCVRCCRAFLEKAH
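Assay system: LMPTP-A, protein tyrosine phosphatase of low molecular weight / Medium: pH 6.0 Bis-Tris buffer with DTT and Triton X-100 / Schedule: 50 min enzyme reaction at room temperature, protected from light / Measured by: endpoint fluorescence intensity from OMFP dephosphorylation / Read-out basis: % inhibition relative to no-enzyme and uninhibited control wells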
SUMO1-SIM PPI – alters human SUMO1 binding to SIM partners; P63165; SUMO1 binding to a labelled peptide, TR-FRET, 1 h; 360,000 compounds, 0.33% hits; AID 602429; inhibition, % at 20 µM; in the data active means inhibition above about 37%
Target sequence (P63165 whole entry, looked up): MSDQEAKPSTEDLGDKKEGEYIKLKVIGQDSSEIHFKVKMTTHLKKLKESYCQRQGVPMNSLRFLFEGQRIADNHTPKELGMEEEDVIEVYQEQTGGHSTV
Rin1 Abl inh – blocks binding of human Rin1 to Abl; P00519+Q13671; TR-FRET Rin1/Abl binding, biochemical; inhibition, % at 7.35 µM; 360,000 compounds, 0.4% hits; AID 588664; in the data active means inhibition above about 5%, passing the limit was not always enough
Rpn11 inh – inhibitors of human proteasome Rpn11; AID 588493; O00487; human 26S proteasome, Ub4-pepOG fluorescence polarization; 20S core pre-blocked with epoxomicin; 360,000 compounds, 0.59% hits; calls only at 20 µM;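 active means inhibition at 20 µM, scaled to each plate's controls, above about 33%, limit read from the data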
Target sequence (O00487 whole entry, looked up): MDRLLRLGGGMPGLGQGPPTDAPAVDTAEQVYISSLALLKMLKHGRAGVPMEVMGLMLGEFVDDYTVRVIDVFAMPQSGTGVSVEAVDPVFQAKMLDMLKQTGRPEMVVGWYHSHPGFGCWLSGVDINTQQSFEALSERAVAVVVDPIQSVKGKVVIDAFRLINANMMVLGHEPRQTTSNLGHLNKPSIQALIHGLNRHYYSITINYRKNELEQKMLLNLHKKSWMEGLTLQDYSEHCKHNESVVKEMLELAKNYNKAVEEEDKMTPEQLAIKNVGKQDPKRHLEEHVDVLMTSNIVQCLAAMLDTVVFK
Neddylation inh – blocks human cullin neddylation | P61081+Q13564 | TR-FRET cullin neddylation, biochemical | calls only at 25 µM | 360,000 compounds, 0.58% hits | AID 651699; in the data active means inhibition above about 36%
* marks the source's active call; other numbers are inactive results; i = inactive; · = not tested or not shown; + = active, no number.

SMILES	STEP block	CSN deneddyl inh	NadD block	Scp-1 inhibitor	DNMT1 block	LMPTP block	SUMO1-SIM PPI	Rin1 Abl inh	Rpn11 inh	Neddylation inh
C(=C\c1sc(Nc2ccccc2)n[n+]1-c1ccccc1)/c1ccccc1	1	-2	24	5	13	0.0	-7	1	i	i
O=C(Nc1cc(Cl)c(O)c(Cl)c1)C1CCCO1 (centres undefined)	-10	7	-5	0	4	-12	-1	0	i	i
COCCCNC(=O)c1ccc(Cn2c(=O)c3ccccc3n(CC(=O)NCCc3ccc(OC)c(OC)c3)c2=O)cc1	2	-6	1	-4	1	-0.6	-1	0	i	i
COc1ccc(CNC(=O)c2ccc(Cl)c(NC3=NC4CS(=O)(=O)CC4S3)c2)cc1 (centres undefined)	3	0	-4	-4	4	0.6	-2	1	i	i
Nc1c(-c2cccs2)cnn1-c1nc(-c2ccc(F)cc2)cs1	1	-1	10	-2	4	0.2	3	1	i	i
CC(=O)Nc1cc(-c2ccccc2CN(C)C)cn2c(-c3ccc(C(C)=O)cc3)cnc12	0	-7	4	·	-3	0.9	-19	-4	i	i
CC(=O)c1ccc(NC(=O)COC(=O)CCC(=O)c2cccs2)cc1	-2	-4	-2	-11	-1	-1.0	2	0	i	i
COc1ccc(NC(=O)CSc2nnc(N)s2)cc1S(=O)(=O)N1CCCCC1	-1	-3	-5	-7	-3	0.7	2	4	i	i
Cc1nc(C)c(C(=O)N/N=C/c2c[nH]c3ccccc23)s1	-1	2	9	-7	1	0.1	-6	3	i	i
Cc1ccc(S(=O)(=O)N2CCN(C(=O)COC(=O)/C=C/c3cccc([N+](=O)[O-])c3)CC2)c(C)c1	0	8	5	-6	13	2.5	-2	-1	i	i
Cc1ccc(NC(=O)CSc2ccc(Br)cc2)cc1S(=O)(=O)N1CCOCC1	1	-1	-9	-9	-4	0.1	0	2	i	i
Fc1ccccc1NC(=S)Nc1cccnc1	1	-4	-1	-6	4	-0.8	2	0	i	i
O=C(COC(=O)c1n[nH]c(=O)c2ccccc12)c1ccc(Br)cc1	2	-6	0	-8	-4	1.3	3	3	i	i
O=C(COC(=O)/C=C/c1ccccc1)NC1CCCCC1	-3	-2	1	-8	2	-0.9	-3	-1	i	i
COc1ccccc1NC(=O)CSc1ccc(-c2ccco2)nn1	1	2	2	-5	2	1.9	1	-4	i	i
CCS(=O)(=O)Nc1ccc(C(=O)CC2(O)C(=O)Nc3ccccc32)cc1 (centres undefined)	-5	3	0	0	5	-1.3	5	2	i	i
CC1CCN(C(=O)Cn2cc(C(=O)C3CC3)c3ccccc32)CC1	-1	-1	2	4	1	-0.6	1	3	i	i
COc1ccc(C(=O)N2CCN(c3ccc(F)cc3)CC2)cc1S(=O)(=O)NC1CC1	4	8	0	-5	1	-6.6	-3	0	i	i
O=C(CCC1CCCCC1)NNC(=O)c1cnccn1	-2	-5	-7	-8	5	-1.7	0	1	i	i
Cc1cccc(-n2c(C)nc3c(cnn3-c3ccc(F)cc3)c2=O)c1	3	-1	-13	-1	2	-0.4	2	1	i	i
COc1ccc(CN(CCO)CCO)cc1[N+](=O)[O-]	1	-6	1	-1	5	-0.8	-9	1	i	i
COc1ccc(Cl)cc1NC(=O)c1cccnc1	2	-6	-3	-1	-2	0.0	-1	-3	i	i
COc1ccccc1NC(=O)C1=C(C)NC2=C(C(=O)CC(c3ccc(OC)c(OC)c3)C2)C1c1coc2ccccc2c1=O (centres undefined)	-6	4	2	-3	-15	-1.0	-1	3	i	i
C[C@@H]1CC[C@]2(C(=O)O[C@@H]3O[C@H](CO)[C@@H](O)[C@H](O)[C@H]3O)CC[C@]3(C)C(=CCC4[C@@]5(C)C[C@@H](O)[C@H](O)[C@@](C)(C(=O)O[C@@H]6[C@H](O)C[C@@]7(C)C(CC[C@]8(C)C7CC=C7[C@H]9[C@](C(=O)O[C@@H]%10O[C@H](CO)[C@@H](O)[C@H](O)[C@H]%10O)(CC[C@@H](C)[C@@]9(C)O)CC[C@]78C)[C@@]6(CO)C(=O)O)C5CC[C@]43C)[C@@H]2[C@]1(C)O (some centres undefined)	2	0	2	1	-6	-2.7	-3	-5	i	i
COc1cccc(NC(=O)C2(C)CCN2CC2CCCCC2)c1 (centres undefined)	3	-2	-3	·	-1	-0.4	2	-1	i	i

The list continues.
SMILES	STEP block	CSN deneddyl inh	NadD block	Scp-1 inhibitor	DNMT1 block	LMPTP block	SUMO1-SIM PPI	Rin1 Abl inh	Rpn11 inh	Neddylation inh
O=C(N/N=C/c1ccc(OC(=O)c2ccc(Br)cc2)cc1)c1ccncc1	15	2	-8	7	57*	1.3	-3	4	i	i
Cc1ccc(/C=N/OC(=O)c2nn(C)cc2Cl)cc1	-3	-11	-7	-5	7	1.4	0	4	i	i
COc1ccc(-c2c(-c3ccccc3OC)sc3ccccc23)cc1	-3	0	-1	-14	-1	3.6	4	-3	i	i
Nc1nc(CSc2nnnn2-c2ccccc2)nc(N2CCCc3ccccc32)n1	2	-2	6	6	-8	3.1	0	-1	i	i
Cc1c(Cl)cccc1NC(=S)N1CCN(c2ccc([N+](=O)[O-])cn2)CC1	1	4	4	-3	1	12	-14	4	i	i
Cc1ccc(S(=O)(=O)N2CCOC2C(Cl)(Cl)Cl)cc1 (centres undefined)	1	1	-5	-12	3	1.2	3	-4	i	i
Cc1noc(C)c1C(=O)OC(C)C(=O)c1c[nH]c2ccccc12 (centres undefined)	0	3	-1	·	-1	0.9	17	-5	i	i
CCc1noc(C)c1C(=O)Nc1nc(-c2ccccc2)cs1	4	-4	-3	-8	0	1.7	1	-1	i	i
O=C1CSC(=Nc2ccccc2Cl)N1	0	-6	5	-4	-1	-0.9	16	-1	i	i
CCOC(=O)c1ccc(S(=O)(=O)N2CCC(N3CCCCCC3)CC2)cc1	0	-4	8	·	0	3.4	-17	-2	i	i
Cc1cc(C)c(NC(=O)C(C)(C)C)c(Cl)c1	-4	-5	-4	0	0	-0.6	-3	0	i	i
COc1cc(C(=O)NCCOc2ccccc2)cc(OC)c1OC	-2	-1	-5	4	2	-0.3	1	-5	i	i
COC(=O)c1ccc(CNC(=O)COC(=O)/C=C/c2cccc(OC)c2)cc1	-1	-2	-6	·	-5	-1.8	-9	-4	i	+
COc1ccc(NC(=O)Cn2c(=O)oc3cc(S(=O)(=O)N4CCCC4)ccc32)c(OC)c1	-1	3	-2	-3	-4	0.0	2	2	i	i
C=C1C(=O)[C@]23C[C@H]1CC[C@H]2[C@]1(C)[C@@H](OC(C)=O)CC[C@@](C)(C(=O)O)[C@H]1C[C@@H]3OC(C)=O	1	-1	-4	·	0	-0.9	1	4	i	i
COc1ccc(/C=C2\SC(=Nc3ccccc3Cl)NC2=O)c(OC)c1	-2	1	18	·	3	1.7	5	-3	i	i
CCOc1cccc(OCCCCn2cnc3ccccc3c2=O)c1	-1	-7	-4	-1	0	-0.1	5	-1	i	i
Cc1cccc2cc(/C=C3\N=C(c4ccccc4)OC3=O)c(N3CCOCC3)nc12	6	11	32*	-2	-7	-0.3	-12	-4	+	i
CCN(CC)S(=O)(=O)c1ccc(N2CCOCC2)c(NC(=O)c2ccc(OC)c([N+](=O)[O-])c2)c1	-3	2	-6	-8	-3	-0.3	-20	-1	i	i
COc1ccccc1-c1nnc(SCc2nc3ccccc3[nH]2)n1C	-3	1	-5	4	-1	-0.9	1	-1	i	i
CCN(CC(=O)Nc1ccc(NC(C)=O)cc1)C(=O)C1CCC1	0	-3	6	-3	1	0.4	3	3	i	i
CCc1c(C(=O)NNC(=S)NC2CCCCC2)csc1C	2	-2	-1	1	-3	0.7	4	3	i	i
C[C@H](CO)N1C[C@H](C)[C@@H](CN(C)Cc2cccc(C(=O)O)c2)Oc2cc(Br)ccc2S1(=O)=O	0	2	0	·	-3	-2.3	7	2	i	i
Cn1nc(C(=O)OCC(=O)NCCc2ccccc2)c2ccccc2c1=O	-1	1	-4	1	5	-1.5	-3	6	i	i
Cc1ccc(S(=O)(=O)CC(=O)Nc2ccccn2)cc1	-2	3	-11	1	1	-0.8	1	-1	i	i

Record cards, from the list above. Order of values: STEP block | CSN deneddyl inh | NadD block | Scp-1 inhibitor | DNMT1 block | LMPTP block | SUMO1-SIM PPI | Rin1 Abl inh | Rpn11 inh | Neddylation inh
`COc1ccc(-c2c(-c3ccccc3OC)sc3ccccc23)cc1` in the list: -3 | 0 | -1 | -14 | -1 | 3.6 | 4 | -3 | i | i
`Cc1cc(C)c(NC(=O)C(C)(C)C)c(Cl)c1` in the list: -4 | -5 | -4 | 0 | 0 | -0.6 | -3 | 0 | i | i
`Cc1ccc(/C=N/OC(=O)c2nn(C)cc2Cl)cc1` in the list: -3 | -11 | -7 | -5 | 7 | 1.4 | 0 | 4 | i | i
`Cn1nc(C(=O)OCC(=O)NCCc2ccccc2)c2ccccc2c1=O` in the list: -1 | 1 | -4 | 1 | 5 | -1.5 | -3 | 6 | i | i

(continued)
SMILES	STEP block	CSN deneddyl inh	NadD block	Scp-1 inhibitor	DNMT1 block	LMPTP block	SUMO1-SIM PPI	Rin1 Abl inh	Rpn11 inh	Neddylation inh
Cc1nc(-c2ccc3c(c2)OCCCO3)cs1	3	-5	-7	-7	2	0.5	3	2	i	i
COc1ccc(CCNC(=O)C2CCN(C(=O)N(C)C)CC2)cc1OC	-1	1	-6	-1	-2	0.3	13	-1	i	i
CCn1nc(C(=O)Nc2ccc(N3CCOCC3)cc2)c2ccccc2c1=O	1	-6	6	-8	-1	0.4	-4	-3	i	i
CC1(C)Cc2c(cnn2-c2ccccc2)C(NC(=O)CCc2ccncc2)C1 (centres undefined)	0	3	2	-2	3	0.0	0	-3	i	i
O=c1cc(C(F)(F)F)[nH]c2c(C(F)(F)F)cccc12	2	1	-4	-2	4	0.5	5	3	i	·
COc1cc2[nH]c(=O)n(CCCCCC(=O)NCCCN3CCOCC3)c(=O)c2cc1OC	1	3	-3	-11	-3	1.4	0	-3	i	i
Clc1ccc(-c2n[nH]c3c2CCCC3)cc1	-3	-2	-2	-5	-6	1.9	7	3	i	i
Cc1nnc2sc(-c3csc4c3CCCC4)nn12	3	-1	2	2	2	-0.1	-2	-5	i	i
CCOC(=O)COc1nc2c(c(-c3ccco3)c1C#N)CCc1ccccc1-2	5	6	-4	-4	-7	4.1	-5	-2	i	·
COc1ccc(NC(=O)CSc2nnc(-c3cccs3)n2Cc2ccco2)cc1OC	1	2	5	0	-1	-1.9	-2	1	i	i
O=C(c1cncs1)N1CCCC(CNS(=O)(=O)c2cccs2)C1 (centres undefined)	-1	6	-5	2	-1	0.2	-2	-2	i	i
O=C1COc2ccc(C(=O)COC(=O)c3cc(S(=O)(=O)NCc4ccccc4)ccc3O)cc2N1	4	3	11	2	6	26	2	-1	i	i
CN(C)c1ccccc1C(=O)N1CCCC(C(=O)c2ccc3ccccc3c2)C1 (centres undefined)	2	-5	-5	0	-1	-0.1	-17	3	i	i
